Source: PubChem BioAssay
IL-1B inflam inh – qHTS for Inhibitors of Inflammasome Signaling: IL-1-beta AlphaLISA Primary Screen. THP-1 LPS/ATP IL-1B secretion, AlphaLISA, 16 h; hits give low values. activity change, % at 57.5 µM. 4.7% of 360,000 active; in the data active means activity change below about -50%; inconclusive means mostly about -30% to -49%; further: on the % scale 0 is the no-effect control and ±100 the full control effect
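Secreted IL-1B measured by AlphaLISA bead assay after 16 h compound exposure of THP-1 cells; compounds (final up to 57.5 uM) added 1 h before LPS (250 ng/mL) and ATP (1.25 mM) stimulation; lower signal means less secretion.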
HEK293 tox – qHTS of GLP-1 Receptor Inverse Agonists: Cytotox Screen; HEK293 cAMP-luciferase reporter cells, luminescence, 24 h; Potency, µM (titrated, usually from 38.3 µM), for the others: at the highest dose activity change, negative = inhibition, actives largely listed as inhibitors; 0.13% of 410,000 active;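 further: loss of luciferase light is scored as toxicity; potency means the concentration at half of the fitted maximal effect; on the % scale 0 is the no-effect control and ±100 the full control effect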
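Cells in DMEM/10% Nu serum/1% pen-strep, 1536-well format. Pre-incubated 12 h, dosed with 23 nL compound, incubated a further 24 h. Luciferase detection, 12 min at room temp, luminescence.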
KB-3-1 cytotox – qHTS assay for MDR1-selective chemotherapeutics: Primary screen using the parental adenocarcinoma cell KB-3-1; 1.4% of 400,000 active; Potency, µM (series often up to 46.1 µM), inactives show top-dose activity change, negative = cytotoxic, hits mostly cytotoxic; KB-3-1 viability, CellTiter-Glo ATP luminescence, 72 h; AID 1347075, 2019; further: potency means the concentration at half of the fitted maximal effect; on the % scale 0 is the no-effect control and ±100 the full control effect; nearly all actives have a fitted effect of over 60% in size
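Here the drug-naive KB-3-1 line serves as comparator for MDR sub-line selectivity; cells received compound titrations, 72 h at 37 °C, then CellTiter-Glo readout.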
SW480 rerep – A quantitative high throughput screen for small molecules that induce DNA re-replication in SW480 colon adenocarcinoma cells | SW480 DNA re-replication, Hoechst DNA content imaging, 48 h | Potency, µM (doses to about 46.1 µM), without a hit: at the top dose re-replication activation, hits mostly activators | 1.8% of 340,000 active; further: potency means the concentration at half of the fitted maximal effect; % of control where 0% means no effect; nearly all actives have a fitted effect of over 55% in size
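Per well, 250 cells were exposed to pinned compound for 48 hr. Nuclear DNA was visualised with Hoechst (40 min, 37 C) and total object intensity recorded by fluorescence scanning.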
HT1080 IDH1KD tx – qHTS for induction of synthetic lethality in tumor cells producing 2HG: qHTS for the HT-1080-IDH1KD cell line; Potency, µM (titrated, usually from 46.1 µM), without a hit: at the top dose activity, negative = toxicity, hits mostly cytotoxic; HT-1080 IDH1 knockdown viability, ATP luminescence, 48 h; 2% of 360,000 active;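 further: potency means the concentration at half of the fitted maximal effect; 0% = DMSO wells and -100% = cell-free medium wells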
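Cytotoxicity counter-line: IDH1KD HT-1080, 48 h, CellTiter-Glo. Curves classed by r2, magnitude and activity.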
D3 ag – qHTS of D3 Dopamine Receptor Agonist: qHTS. max activation, %. D(3) dopamine receptor (Homo sapiens), P35462. 0.58% of 410,000 active. D3R DiscoveRx beta-arrestin cells, luminescence, 90 min; in the data active means max activation above about 30%; further: 0% is about no effect; mostly tested at two doses, the higher about 12 µM
Target sequence (P35462 whole entry, looked up): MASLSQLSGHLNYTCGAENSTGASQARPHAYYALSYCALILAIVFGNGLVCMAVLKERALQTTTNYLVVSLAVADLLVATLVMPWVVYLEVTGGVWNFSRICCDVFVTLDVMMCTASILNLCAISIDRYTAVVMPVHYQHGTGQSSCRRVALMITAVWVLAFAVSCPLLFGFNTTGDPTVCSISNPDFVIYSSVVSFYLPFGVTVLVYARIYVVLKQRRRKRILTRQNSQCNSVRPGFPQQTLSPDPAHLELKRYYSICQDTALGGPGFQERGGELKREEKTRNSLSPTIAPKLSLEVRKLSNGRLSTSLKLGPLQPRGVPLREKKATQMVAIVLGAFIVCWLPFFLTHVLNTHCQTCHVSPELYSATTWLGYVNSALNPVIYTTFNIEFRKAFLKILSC
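Cells at 1500/well, incubated overnight, then treated with pinned compounds (dopamine as control) for 90 min at 37 degrees C. DiscoveRx reagent added for 30 - 60 minutes at room temperature; luminescence read.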
KB-V1 MDR tox – qHTS assay for MDR1-selective chemotherapeutics: Primary screen using the drug-selected MDR subline cells KB-V1; KB-V1 MDR cells viability, CellTiter-Glo, 72 h; Potency, µM (doses to about 46.1 µM), for the others: at the top dose activity change, negative = cytotoxicity, hits mostly cytotoxic; 3.4% of 400,000 active; further: potency means the concentration at half of the fitted maximal effect; on the % scale 0 is the no-effect control and ±100 the full control effect; nearly all actives have a fitted effect of over 60% in size
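KB-V1 MDR subline cells in DMEM (phenol-red free, 10% FBS) exposed to compounds in qHTS concentration series for 72 h at 37 degrees C. Viability read by CellTiter-Glo luminescence; concentration-effect curves fitted after normalization and correction.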
HT1080NT lethal – qHTS for induction of synthetic lethality in tumor cells producing 2HG: qHTS for the HT-1080-NT fibrosarcoma cell line; HT-1080-NT fibrosarcoma viability, CellTiter-Glo ATP luminescence, 48 h; Potency, µM (series often up to 46.1 µM), inactives show top-dose activity, negative = less viability, hits mostly cytotoxic; 1.6% of 360,000 active;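 further: NT is the 2HG producing partner of a matched IDH1 knockdown line; potency means the concentration at half of the fitted maximal effect; 0% = DMSO-treated cells and -100% = media-only wells without cells; nearly all actives have a fitted effect of over 55% in size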
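Read-out is CellTiter-Glo luminescence after 10 minutes at room temperature, following 48 hours' compound treatment of HT-1080-NT cells (750 cells/well, RPMI, 5% FBS, 37 degrees C).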
MCF10A rereplic – A quantitative high throughput screen for small molecules that induce DNA re-replication in MCF 10a normal breast cells. MCF 10A DNA re-replication, Hoechst nuclear intensity, 48 h. Potency, µM (titrated, usually from 46.1 µM), without a hit: at the top dose activity, positive = re-replication, usual class: activators. 2.9% of 350,000 active; further: potency means the concentration at half of the fitted maximal effect; % of control where 0% means no effect; nearly all actives have a fitted effect of over 50% in size
* marks the source's active call; other numbers are inactive results; ? = inconclusive; / = no result given; & = joins results of further samples; [ ] = another dose, or the depositor's remark. Unless noted, the call rests on the fitted dose curve; in most records, active means well fitted curve in the direction sought with a large enough effect; inconclusive means small, poorly fitted or top-dose-only effect, or another doubt; inactive means no such curve, though single readings can be large; an effect the other way counts as inactive or inconclusive.

SMILES	IL-1B inflam inh	HEK293 tox	KB-3-1 cytotox	SW480 rerep	HT1080 IDH1KD tx	D3 ag	KB-V1 MDR tox	HT1080NT lethal	MCF10A rereplic
CCOC(=O)[C@H]1[C@H]2COc3ccc(OC)cc3[C@@H]2N2C(=O)CN(CC3CCCO3)C(=O)[C@@]12C (some centres not stated)	15.7	6.8%	15.3%	-8.2%	-9.7%	-6.9	29.7%	0.0%	5.8%
Cn1nc(-c2ccc(Cl)cc2)c2cc(C(=O)NCCCN3CCOCC3)sc21	0.0	0.0%	0.0%	6.6%	-10.4%	-19.7	-6.4%	1.9%	?
CC(C)=CCCC(C)N(C=O)C(C)CCC=C(C)C (configuration not stated)	8.5	-1.8%	-6.5%	-3.5%	7.8%	5.1	1.5%	15.0%	-6.0%
Cc1occc1C(=O)N/N=C/c1cnn(C)c1C	1.2	-0.2%	-1.0%	22.5%	-2.0%	-1.0	-9.1%	9.0%	6.6%
CC(=O)c1ccc(OCC(=O)Nc2ccc(N3CCCCC3)cc2)cc1	-11.5	4.7%	0.0%	-3.2%	-2.8%	-4.0	13.4%	-0.7%	-13.2%
Nc1nnnn1CC(=O)N/N=C/c1cc([N+](=O)[O-])ccc1Cl	6.2	-14.6%	11.6%	?	1.3%	-0.2	-2.7%	-12.1%	-1.6%
O=C(CN(C(=O)c1csnn1)c1cccc(Cl)c1)NC1CCCCC1	5.8	-0.4%	0.4%	-3.6%	1.4%	-21.7	?	8.8%	-2.1%
CCCCCCCN1C(Nc2ccccc2)=NC[C@@H]1C	-10.4	9.7%	-6.0%	-0.2%	-12.7%	-54.8	-13.0%	-0.7%	?
O=C(C1CCN(S(=O)(=O)c2cccc3cccnc23)CC1)N1CCc2ccccc21	?	-10.7%	16.0%	-5.4%	-5.9%	1.3	-4.9%	-15.5%	?
O=C(Cc1ccc(Br)cc1)NNC(=O)Nc1ccc(Cl)cc1	12.1	-2.4%	12.7%	-12.6%	2.2%	-4.8	5.5%	-3.4%	2.7%
C/C(=N/NC(=O)c1ccc(Br)o1)c1cccc(NC(=O)c2ccc(F)cc2)c1	?	?	0.3%	0.8%	-18.0%	1.7	?	-21.8%	17.8%
Clc1ccccc1N1CCN(Cc2nnc(-c3ccccc3)o2)CC1	/	-12.1%	-4.6%	/	/	-8.3	0.0%	/	/
CC(C)c1cc(C(=O)NCc2ccccc2)no1	/	1.7%	22.5%	/	/	-3.1	0.0%	/	/
COc1cc(NC(=O)COC(=O)c2ccc3ccccc3n2)cc(OC)c1	13.8	11.9%	-7.8%	-7.8%	0.6%	-6.2	1.1%	4.2%	1.9%
Cc1ccccc1C(=O)c1ccc2c(c1)n(C)c(=O)n2C	9.6	-2.4%	0.2%	12.3%	?	1.4	-14.8%	-1.2%	0.5%
Cc1ccc(C(=O)N2CCOCC2)cc1S(=O)(=O)N1CCCC1	-16.6	-2.4%	8.9%	-1.6%	3.5%	13.7	20.4%	-0.8%	-0.2%
CN1CCN(C(=O)CCN2C(=O)/C(=C\c3ccc(F)cc3)SC2=S)CC1	-99.2*	?	?	?	11.5%	-4.2	-14.2%	12.5%	?
CSc1nnc2n(-c3ccccc3)c(=O)c3c4c(sc3n12)CCC4	-5.5	12.8%	0.0%	?	-14.1%	-4.1	?	-8.3%	16.6%
O=C(NCc1nnc(SCC(=O)N2CCCCC2)o1)c1c(F)cccc1F	10.7	9.9%	/	-3.1%	-2.3%	-27.3	/	-4.5%	-0.3%
CC(=O)c1cccc(NC(=O)C(C)OC(=O)c2cccc(-n3cnnn3)c2)c1 (configuration not stated)	3.6	-0.4%	4.7%	-4.5%	-1.3%	1.7	1.5%	0.3%	-3.3%
C=C(C)Cn1c2ccc(NC(=O)NCc3ccccc3)cc2c(=O)n1C	-1.6	3.2%	0.0%	/	15.3%	-4.2	2.8%	21.0%	/
Cc1c(Cl)cccc1-n1c(CCC(=O)O)ccc1-c1cccs1	/	2.6%	8.4%	/	/	2.4	9.9%	/	/
O=C(O)c1ccccc1C(=O)c1ccc(N2CCOCC2)c([N+](=O)[O-])c1	-10.5	-13.5%	-0.8%	-2.0%	4.9%	-7.9	29.2%	14.6%	4.7%
CCCC[n+]1ccn(-c2nc3ccccc3nc2[N-]S(=O)(=O)c2cccs2)c1	/	0.0%	0.7%	16.4µM*	0.0%	13.0	-1.2%	3.6%	?
Cc1csc(NC(=O)C(Cc2ccccc2)n2cccc2)n1 (configuration not stated)	-17.7	4.8%	-8.6%	3.4%	-8.7%	1.3	-0.4%	-15.8%	2.1%
COC(=O)c1ccc(CSC2=NCCS2)cc1	-1.2	7.9%	4.9%	2.0%	-1.0%	-9.8	17.1%	13.8%	7.8%
Cc1ccc(CNC(=O)CCC(=O)N2CC(C)Oc3ccccc32)cc1 (configuration not stated)	-21.9	0.5%	14.5%	-0.8%	0.9%	-6.1	0.0%	16.0%	3.4%
CC(C)C[C@@H](CN)NC(=O)c1nc[nH]c1C(=O)N[C@@H](CC(C)C)C(=O)CNC[C@H](C)NC(=O)c1nc[nH]c1C(=O)N[C@@H](C)C(=O)O	-10.6	0.4%	0.3%	-6.8%	-2.3%	0.5	22.4%	3.6%	3.2%
COc1ccc(-c2nc3ccccc3c(=O)n2CC(C)C)cc1	30.9	-0.2%	12.4%	-1.3%	4.1%	0.2	-4.1%	0.9%	-9.0%
CCCn1c(=O)n(C)c(=O)c2c(SC(C)C(=O)NCC3CCCO3)nc(CC(C)C)nc21 (configuration not stated)	?	2.3%	-2.1%	-2.6%	4.6%	3.8	?	3.0%	5.0%
OC(CNCCc1ccccc1)c1ccccc1 (configuration not stated)	22.2	2.0%	3.1%	-3.3%	-2.1%	0.3	-3.0%	-3.0%	-2.9%
Cc1oc(-c2cccs2)nc1CN1CCN(C2CCCC2)C(CCO)C1 (configuration not stated)	2.0	-1.8%	-0.1%	-1.9%	1.6%	-14.0	5.7%	-1.8%	20.6%
O=C1CCN(Cc2ccccc2)S(=O)(=O)c2ccccc21	2.5	-1.3%	0.0%	-6.2%	-0.3%	-6.0	?	11.3%	7.0%
C[C@H](N)c1nnc(SCC(N)=O)o1	-10.7	0.3%	3.6%	0.9%	11.6%	-5.0	?	-0.3%	1.5%
Cc1ccc(C)c(NC(=S)N2CCCC2)c1	24.4	-1.2%	1.0%	-4.9%	6.3%	-7.0	-2.1%	2.0%	2.4%
CN(C)Cc1ccccc1Sc1ccc(Br)cc1	?	-5.5%	1.6%	3.4%	1.0%	-4.7	-27.4%	4.1%	8.2%
CCCN1C(=S)SC(C)(C)C1/[N+]([O-])=C/c1ccc(S(=O)(=O)NC)cc1 (configuration not stated)	-3.9	-0.4%	6.2%	-12.4%	8.5%	-6.6	12.0%	-2.1%	2.0%
O=C(O)c1ccc(NC(=O)c2cn(-c3ccccc3)nc2-c2ccc(Br)cc2)cc1	7.4	-14.0%&-12.6%	-18.8%	-2.4%	?	8.3&9.2	-12.9%	-2.1%	15.1%
CN(C)N1C(N)=C(C#N)C(c2cccnc2)C2=C1CC(C)(C)CC2=O (configuration not stated)	0.0	-14.7%	-0.3%	-7.1%	-5.7%	-2.5	?	2.4%	1.4%
c1ccc(Cn2nnc3c(N4CCC5(CC4)OCCO5)ncnc32)cc1	8.4	3.6%	-10.4%	0.0%	-12.6%	-1.4	0.8%	-3.9%	2.8%

Shown as comma-separated lines: part of the list above.
SMILES,IL-1B inflam inh,HEK293 tox,KB-3-1 cytotox,SW480 rerep,HT1080 IDH1KD tx,D3 ag,KB-V1 MDR tox,HT1080NT lethal,MCF10A rereplic
Cc1c(Cl)cccc1-n1c(CCC(=O)O)ccc1-c1cccs1,/,2.6%,8.4%,/,/,2.4,9.9%,/,/
O=C(O)c1ccccc1C(=O)c1ccc(N2CCOCC2)c([N+](=O)[O-])c1,-10.5,-13.5%,-0.8%,-2.0%,4.9%,-7.9,29.2%,14.6%,4.7%
CCCC[n+]1ccn(-c2nc3ccccc3nc2[N-]S(=O)(=O)c2cccs2)c1,/,0.0%,0.7%,16.4µM*,0.0%,13.0,-1.2%,3.6%,?

Next results
SMILES	IL-1B inflam inh	HEK293 tox	KB-3-1 cytotox	SW480 rerep	HT1080 IDH1KD tx	D3 ag	KB-V1 MDR tox	HT1080NT lethal	MCF10A rereplic
CC(Sc1nnc(-c2ccccc2)c(-c2ccccc2)n1)C(=O)NCC1CCCO1 (configuration not stated)	-12.6	-9.5%	-24.3%	5.3%	1.1%	-7.0	0.0%	-15.5%	?
COc1ccccc1NS(=O)(=O)c1ccc(C(=O)N2CCCC(C)C2)cc1 (configuration not stated)	0.0	-13.2%	-8.0%	-4.8%	-1.8%	3.2	-10.3%	0.5%	-36.9%[inhibitor]
COc1ccc(Cl)cc1NC(=O)Cn1nnc2sc(-c3ccccc3)cc2c1=O	/	-8.2%	2.3%	/	/	-3.9	3.4%	/	/
Cc1cc(NC(=O)CSc2nc3ccccc3c(=O)n2CCCC(=O)NCc2ccccc2)n[nH]1	-9.8	?	13.2%	9.4%	-25.7%	19.2	-7.3%	-12.5%	-0.1%
CCc1nnc(NC(=O)CCC(=O)Nc2ccc(C)cc2)s1	-5.5	7.1%	0.0%	-8.9%	-0.2%	-8.4	-18.6%	-4.5%	-3.3%
CCOc1ccccc1N1CC(c2nc3ccccc3n2CCCOc2ccccc2OC)CC1=O (configuration not stated)	/	31.5%[activator]	-6.3%	/	/	3.2	-11.5%	/	/
CCOC(=O)c1ccccc1NC(=O)Nc1cc2c(cc1N1CCCCC1)n(C)c(=O)n2C	/	2.2%	18.9%	/	/	4.2	-19.1%	/	/
O=C(NCc1ccncc1)c1nc(-c2ccc(C(F)(F)F)cc2)no1	?	-1.7%	?	-3.5%	?	3.0	?	-9.8%	1.4%
